Assay outcomes deposited in PubChem BioAssay by National Center for Advancing Translational Sciences (NCATS).
POLK inh = blocks human DNA polymerase kappa activity. Q9UBT6. purified Pol kappa, fluorescent DNA synthesis assay, 10 min. Potency, µM (doses to about 107 µM), for inactives: top-dose activity, negative = inhibition, usual class: inhibitors. hit rate 0.53% among 400,000. AID 588579; further: potency means the concentration at half of the fitted maximal effect; on the % scale 0 is the no-effect control and ±100 the full control effect
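10 nM Pol kappa preincubated 15 min at room temperature with compounds, then reaction started with substrate at 50 nM final. Fluorescence read kinetically at 0 and 10 min; buffer-only wells served as negative control.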
ERG-DNA inh = inhibitors of human ERG Ets domain-DNA interaction; fluorescence polarization, His-ERG Ets domain / labelled DNA; Potency, µM (doses to about 76.9 µM), for inactives: at the top dose FP activity, negative = inhibition, most hits filed as inhibitors; P11308; AID 624246; hit rate 0.028% among 370,000; active means well fitted inhibition curve with a large enough effect in the polarisation, with a control signal flat; inconclusive means small, poorly fitted or top-dose-only effect, or effect the other way, or a change in a side signal; inactive means no such curve, though single readings can be large or run the other way; the % refers to the polarisation;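 further: polarization taken with two DNA probes labelled with fluorescein and Texas red; potency means the concentration at half of the fitted maximal effect; % of control where 0% means no effect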
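His-tagged ERG Ets domain (1 uM in the protein solution; 300mM KCl, 50mM Tris-HCl, 1mM EDTA, 1mM DTT, pH 7.5) received compound, then a probe mix of 5 nM fluorescein-DNA and 100nM Texas-615-DNA. Fluorescence polarization was read for both dyes.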
ALOX12 inh = ALOX12 (human) lipoxygenase inhibition | P18054 | purified 12hLO, xylenol orange hydroperoxide absorbance | Potency, µM (highest dose often 108 µM), without a hit: at the highest dose activity change, negative = inhibition, most hits filed as inhibitors | hit rate 1.1% among 580,000 | AID 1671190; further: potency means the concentration at half of the fitted maximal effect; on the % scale 0 is the no-effect control and ±100 the full control effect
Target sequence (P18054 whole entry, looked up): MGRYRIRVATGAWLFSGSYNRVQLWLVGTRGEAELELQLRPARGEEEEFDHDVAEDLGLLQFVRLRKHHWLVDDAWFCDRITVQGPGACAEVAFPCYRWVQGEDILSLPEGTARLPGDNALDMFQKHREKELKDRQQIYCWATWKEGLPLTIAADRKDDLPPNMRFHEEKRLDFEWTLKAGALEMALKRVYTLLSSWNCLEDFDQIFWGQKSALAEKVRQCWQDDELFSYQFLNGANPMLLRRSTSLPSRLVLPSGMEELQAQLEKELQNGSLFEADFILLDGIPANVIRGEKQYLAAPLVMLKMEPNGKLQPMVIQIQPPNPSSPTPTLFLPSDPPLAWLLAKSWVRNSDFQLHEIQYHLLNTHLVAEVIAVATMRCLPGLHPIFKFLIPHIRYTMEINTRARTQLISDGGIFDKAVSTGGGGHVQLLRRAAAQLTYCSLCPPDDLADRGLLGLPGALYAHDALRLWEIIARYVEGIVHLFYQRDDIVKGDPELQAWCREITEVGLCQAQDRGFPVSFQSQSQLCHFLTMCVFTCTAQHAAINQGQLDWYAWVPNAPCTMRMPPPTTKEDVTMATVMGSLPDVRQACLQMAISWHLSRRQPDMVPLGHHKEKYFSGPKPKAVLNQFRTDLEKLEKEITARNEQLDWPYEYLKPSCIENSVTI
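Purified human 12hLO (150 nM final) in 25 mM Hepes, 0.01% Triton X-100, pH 7.0 was preincubated 15 min at room temperature with compound. Then 40 uM arachidonic acid was added, 30 min. Hydroperoxide was read by Fe-XO absorbance ratio 573/405 nm.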
Anesthetic bind = binds horse apoferritin like a general anesthetic; P02791; apoferritin/1-aminoanthracene competitive binding, fluorescence; Potency, µM (series often up to 77.5 µM), without a hit: at the highest dose activity change, negative = displacement, usual class: inhibitors; hit rate 0.074% among 350,000; further: potency means the concentration at half of the fitted maximal effect; on the % scale 0 is the no-effect control and ±100 the full control effect; nearly all actives have a fitted effect of over 20% in size
Target sequence (P02791 2-175 limits assumed): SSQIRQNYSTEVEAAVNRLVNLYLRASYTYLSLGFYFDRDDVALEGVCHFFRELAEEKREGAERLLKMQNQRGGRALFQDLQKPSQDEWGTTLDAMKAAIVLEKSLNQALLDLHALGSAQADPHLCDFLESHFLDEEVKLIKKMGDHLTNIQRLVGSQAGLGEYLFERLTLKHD
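Probe: 1-aminoanthracene (50% saturated, PBS). Protein: horse-spleen apoferritin, 10 uM. Incubation: 10 min, room temperature. Detection: 380 nm excitation, 535 nm emission. Analysis: normalized response, four-parameter Hill.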
Pol beta inh = DNA polymerase beta (human) inhibition | AID 485314 | hit rate 1.3% among 340,000 | P06746 | Pol beta primer extension/strand displacement, fluorescence kinetic | Potency, µM (highest dose often 114 µM), without a hit: at the top dose activity change, negative = inhibition, most hits filed as inhibitors; further: potency means the concentration at half of the fitted maximal effect; on the % scale 0 is the no-effect control and ±100 the full control effect
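Pol beta (10 nM) was preincubated with compound for 15 min at room temperature. The reaction was then started with 50 nM substrate and read immediately and after a further 10 min at room temperature.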
APE1 inh = inhibitors of human APE1 endonuclease; AID 2517; Potency, µM (series often up to 65.8 µM), for the others: top-dose activity change, negative = inhibition, most hits filed as inhibitors; P27695; hit rate 0.35% among 350,000; recombinant APE1, TAMRA/BHQ-2 abasic DNA cleavage fluorescence;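 further: potency means the concentration at half of the fitted maximal effect; plate controls were vehicle for no effect and reference inhibitor for full effect; nearly all actives have a fitted effect of over 55% in size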
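Quantitative HTS: incision of a TAMRA/BHQ-2 double-stranded substrate bearing a tetrahydrofuran abasic site by 0.75 nM APE1 raises fluorescence. Substrate 50 nM final, added after 15 min compound preincubation at room temperature; progress as third-minus-first kinetic read difference.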
TRHR ag = activates the human TRH receptor; TRHR cells, calcium flux fluo-8, FDSS agonist mode; activation, % at 2 µM; hit rate 0.18% among 360,000; AID 493084; in the data active means activation above about 30%; further: 0% is about no effect
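In this calcium-flux screen, cells bearing human TRHR are dye-loaded with fluo-8, baselined for 10 cycles, then exposed to library compounds; positive kinetic calcium responses during the agonist phase mark hits, with TRH as control.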
Pol iota inh = DNA polymerase iota (human) inhibition. Pol iota fluorescent replication assay, 10 min. hit rate 1% among 390,000. Q9UNA4. Potency, µM (doses to about 115 µM), for inactives: top-dose activity, negative = inhibition, hits mostly inhibitors; further: potency means the concentration at half of the fitted maximal effect
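Pol iota at 10 nM preincubated 15 min with compounds at room temperature; reaction started with fluorescent substrate, 50 nM final. Fluorescence read kinetically at 0 and 10 min; buffer-only wells as negative control.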
BLM helicase inh = Bloom syndrome helicase (human) inhibition; P54132; recombinant BLM DNA unwinding, fluorescence dequenching; Potency, µM (highest dose often 56.1 µM), for the others: at the top dose activity change, negative = inhibition, actives largely listed as inhibitors; hit rate 0.2% among 350,000;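 further: potency means the concentration at half of the fitted maximal effect; plate controls were vehicle for no effect and no enzyme for full effect; nearly all actives have a fitted effect of over 35% in size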
Numbers without * were called inactive; i = inactive; ? = inconclusive; . = not tested or not shown; & = joins results of further samples; [ ] = remark or other dose. Unless noted, the call rests on the fitted dose curve; in most records, active means well fitted curve in the direction sought with a large enough effect; inconclusive means small, poorly fitted or top-dose-only effect, or another doubt; inactive means no such curve, though single readings can be large; an effect the other way counts as inactive or inconclusive. Not all compounds are listed; rates above refer to the full screens.

SMILES | Pol beta inh | ERG-DNA inh | TRHR ag | ALOX12 inh | Anesthetic bind | POLK inh | APE1 inh | BLM helicase inh | Pol iota inh
O=c1ccc2cc3c([nH]c4ccc(Br)cc43)oc-2c1O | 10µM* | . | 10 | 330%[activator][57.4 µM] | -9% | . | ? | -14% | .
O=C1C(=O)N(Cc2cccnc2)C(c2cccc(O)c2)/C1=C(\O)c1ccc2c(c1)OCCO2 (configuration not stated) | -1% | 4% | -0.3 | -21% | -15% | -15% | 28% | 1% | -5%
CCCC(=O)Nc1nnc(Sc2ccc(N(C)C)cc2)s1 | 5% | -7% | 0.7 | 413%[activator] | 5% | 1% | 3% | -2% | 3%
O=C(CSc1nccc(=O)[nH]1)Nc1ccc(Br)c(Cl)c1 | 4% | -8% | 0.0 | 0% | -16% | 3% | -2% | -1% | -3%
Cc1cccc(C)c1OCC(O)CN1CCN(c2ccccc2)CC1 (configuration not stated) | -2% | 4% | 0.5 | 255%[activator] | -7% | 8% | -2% | -3% | 4%
Cc1ccc(S(=O)(=O)N2CCC(C(=O)N3CCC[C@H]3C(=O)NCc3ccco3)CC2)cc1 | 46% | 0% | -0.3 | -24% | -10% | -3% | 1% | 0% | 9%
COc1cc(C2C(C(=O)Nc3ccc(F)cc3)=C(C)Nc3nc(CCCO)nn32)cc(OC)c1OC (configuration not stated) | 1% | 0% | 0.3 | i | -9% | -9% | -1% | 3% | -17%
Cc1nnc(Sc2cc(NCCO)c([N+](=O)[O-])c3nonc23)s1 | 27% | -3% | 0.5 | ? | -15% | -21% | ? | -7% | ?
O=C(NCCOc1ccccc1)C1Nc2ccc(C(F)(F)F)cc2C2c3ccccc3CC12 (configuration not stated) | . | 2% | . | -12% | . | -21% | . | . | -8%
Cc1nc2cccnc2n1-c1cccc(C(=O)N2CCN(c3cccc(Cl)c3)CC2)c1 | 7% | -2% | -0.9 | -26% | ? | 0% | . | -2% | -8%
COc1cc(C(=O)N2CCc3c([nH]c4ccccc34)C2c2ccc(F)cc2)cc(OC)c1OC (configuration not stated) | -2% | 4% | 0.1 | 0% | 42%[activator] | -5%[60.1 µM] | . | -7% | 1%
COc1ccc2ncc(S(=O)(=O)c3ccccc3)c(N3CCN(c4ccccc4)CC3)c2c1 | 16% | -3% | 0.4 | 14% | -13% | -7% | 1% | -1% | 9%
Cc1ccc(N(Cc2ccccc2)C(=O)Cc2ccc(S(=O)(=O)N3CCOCC3)s2)cc1 | . | 9% | 0.6 | 9% | . | -4% | -4% | . | 55%[activator]
COc1ccc(-c2nnc3ccc(SCC(=O)NCC4CCCO4)nn23)cc1 (configuration not stated) | 29% | -6% | -0.1 | . | 0% | -3% | -1% | 4% | 5%
COc1ccccc1N1CCN(/N=C(\C)c2ccc(O)cc2)CC1 | -1% | 14% | 0.2 | 16% | -16% | 9% | 12% | -6% | 1%
CC1(OC(=O)C2CCCC2)C(=O)C=C2C=C(c3ccsc3)N(CCCCO)C=C2C1=O (configuration not stated) | 29% | 1% | -0.1 | -5% | 4% | 1% | -6%[12.4 µM] | -11%[12.4 µM] | 107%[activator]
Cc1ccc(OCCOCCOc2cccc3cccnc23)c(Br)c1 | 16% | 2% | -0.5 | -24% | -6% | -10% | 16% | -1% | -5%
CN(Cc1ccc(Cl)cc1Cl)C(=O)c1cccc(S(=O)(=O)NCc2ccccc2)c1 | . | 2% | . | 322%[activator] | . | -10% | . | . | 16%
COC(=O)C1C(=O)C=C(Nc2ccc(F)cc2F)CC1c1ccccc1 (configuration not stated) | -23% | -3% | -0.4 | -19% | 5% | -13% | -1% | 3% | 17%
Cc1ccc([N+](=O)[O-])cc1NC(=O)CSc1nncn1-c1ccccn1 | 0% | 4% | 0.1 | -6% | 4% | -3% | 23%[12.4 µM] | -3% | 62%[activator]
COc1cc(OC)cc(C(=O)Nc2cc(-c3nc4cc(Cl)ccc4o3)ccc2Cl)c1 | 11% | -4% | -0.3 | -14% | 7% | 2% | . | -1% | -16%
Cc1ccc(-c2cc(C(F)(F)F)c(C#N)c(SCC(=O)O)n2)cc1 | ? | 0%&0% | 0.8&-0.6 | -2%&-11% | -7%&-16% | -10%&0% | -2% | -10%&1% | 65%&-19%[activator]
O=C(NCCCSc1ccccc1)c1ccc(=O)[nH]c1 | 32% | 0% | 0.1 | 5% | -3% | 3% | 10% | 1% | 0%
O=C(Nc1ccn(Cc2ccccc2F)n1)c1ccc(COc2cc(Cl)ccc2Cl)o1 | -1% | -2% | 2.2 | ? | 5% | -6% | -3% | -10% | -24%
O=C(Nc1nc2c(ccc3ccccc32)s1)c1ccco1 | 1% | -5% | -0.6 | 0% | -10% | -23% | -3% | -8% | -1%

No new results follow: two of the compounds above.
SMILES | Pol beta inh | ERG-DNA inh | TRHR ag | ALOX12 inh | Anesthetic bind | POLK inh | APE1 inh | BLM helicase inh | Pol iota inh
COC(=O)C1C(=O)C=C(Nc2ccc(F)cc2F)CC1c1ccccc1 (configuration not stated) | -23% | -3% | -0.4 | -19% | 5% | -13% | -1% | 3% | 17%
Cc1ccc([N+](=O)[O-])cc1NC(=O)CSc1nncn1-c1ccccn1 | 0% | 4% | 0.1 | -6% | 4% | -3% | 23%[12.4 µM] | -3% | 62%[activator]

(more compounds)
SMILES | Pol beta inh | ERG-DNA inh | TRHR ag | ALOX12 inh | Anesthetic bind | POLK inh | APE1 inh | BLM helicase inh | Pol iota inh
Cc1nn(-c2ccccc2)c(C)c1C(=O)NCc1cccs1 | 47% | -6% | -0.3 | 7% | 5% | 4% | ? | 2% | 28%
CN(CC1COc2ccccc2O1)C(=O)CSc1ncccn1 (configuration not stated) | . | 6% | . | -18% | . | -3% | 8% | . | 7%
CC1(C)C2CCC(C2)C1(C)NC(=O)CNC1CCCCC1 (configuration not stated) | 2% | -5% | 1.4 | 0% | -6% | -16% | 19% | -5% | ?
CCOC(=O)CCC(NC(=O)c1ccccc1C(=O)NC(CCC(=O)OCC)C(=O)OCC)C(=O)OCC (configuration not stated) | -3% | 17% | 0.2 | -1% | -11% | 3% | -6% | -3% | 25%
Cc1ccc(S(=O)(=O)N2CCCC2C(=O)NC2=NCCS2)cc1 (configuration not stated) | 0% | -4% | 0.0 | ? | -9% | -2% | 4% | 1% | 21%
CCOc1ccc(NC(=O)CCNS(=O)(=O)c2cccc3nsnc23)cc1 | 1%&1% | ? | -0.5&-0.5 | -21%&0% | 5%&-8% | -8%&-5% | -10% | -1%&0% | 46%&8%[activator]
CN(Cc1nc(C(c2ccccc2)c2ccccc2)no1)CC1COCCO1 (configuration not stated) | -2% | -2% | 0.0 | 5% | 1% | -1% | 4% | -8% | 26%
CC(C)=CCC/C(C)=C/CNC(=O)CC1C[C@H](C(=O)N2CCCCC2)[C@@]2(C)c3[nH]c4ccccc4c3CCN2C1=O (some centres not stated) | . | -7% | . | 25% | . | -11% | 7% | . | -27%
Cc1ccc(C(=O)NCC(=O)NC2CCCCCC2)cc1 | 13% | -4% | 0.0 | -1% | ? | -3% | 15% | -1% | 112%[activator]
COc1cc(/C=N/n2c(C3CCCCC3)n[nH]c2=S)ccc1O | 34% | 12% | -0.6 | ? | -11% | 2% | -4% | 0% | ?
COc1ccc(CNC(=O)c2nc(SC(C)C)ncc2Cl)cc1 | 0% | 0% | -1.9 | ? | 32%[activator] | -6% | . | -8% | -10%
Cc1ccc(-n2ncc(C(=O)NCCN3CCN(C)CC3)c2C2CCN(C(=O)OC(C)(C)C)CC2)cc1C | -1% | -6% | 1.0 | -15% | -17% | -1% | . | -3% | 9%
COc1ccc(OC)c(S(=O)(=O)N2CCCCCC2)c1 | -1% | 1% | -1.9 | 2% | -11% | -22% | 4% | -1% | 2%
CC(NC(=O)c1cc2cc(Br)ccc2oc1=N)c1ccccc1 (configuration not stated) | 30% | -3% | -0.4 | 475%[activator] | -14% | 0% | 23% | -12% | 14%
COc1ccccc1/C=C/c1nc(C#N)c(N(C)C)o1 | 13%&20% | -3%&4% | -2.8&-1.4 | -7%&-8% | 118%[activator] | 4%&-8% | 24% | -5%&-3% | -2%&-5%
COc1ccc(OCCCC(=O)NCc2ccco2)cc1 | -21% | . | -0.9 | -19% | -5% | -4% | -2% | -2% | 13%
O=C(NC(=S)Nc1ccc(S(=O)(=O)N2CCOCC2)cc1)c1ccccc1[N+](=O)[O-] | -1% | 66%[activator] | -0.5 | -3% | -9% | -15% | -5% | 2% | 82%[activator]
CCCCOn1c(C)c(C(=O)OCC)c2c3no[n+]([O-])c3ccc21 | 67% | . | . | 0% | -8% | -4% | 1% | 4% | 11%
COC(=O)c1ccc(C(=O)NC(=S)Nc2nc3c(s2)CC(C)CC3)cc1 (configuration not stated) | 1% | 11% | -0.2 | 11% | 4% | -7% | 8% | 5% | 13%
CS(=O)(=O)N(CC(=O)NCc1ccco1)c1ccc(Cl)c(C(F)(F)F)c1 | -17% | -3% | -0.9 | 0% | -9% | -8% | -4% | -8% | 13%
CC1=NN(c2ccccc2)C(=O)C1N=Nc1ccc(C)cc1 (configuration not stated) | 13% | . | -0.3 | . | -2% | . | 6% | -9% | .
O=C(/C=C/c1ccc(Cl)c([N+](=O)[O-])c1)Nc1ccc(N2CCCC2)c(Cl)c1 | ? | 1% | 0.8 | -14% | -5% | -2% | 4% | -8% | 38%[activator]
COc1ccc(-c2nn(-c3ccccc3)cc2C(=O)Nc2nccs2)cc1OC | -23% | -9% | 0.6 | 0% | 4% | -17% | -8% | -5% | 7%
O=C(N/N=C/c1cccc(Cl)c1)C1CCCC1 | 12% | -13% | 0.3 | 0% | -16% | -19% | 32% | -1% | 31%[activator]
